Screening results as filed in PubChem BioAssay.
C2C12 statin: suppressors of statin myotoxicity in C2C12 myotubes, primary screen, cell-based, single point, plate reader | C2C12 myotubes + simvastatin, ATP luminescence, 48 h; scaled: DMSO 0, geranylgeraniol control 100 | AID 602340, 2012 | actives 0.78% (n = 330,000) | rescue of ATP level, % at 7.49 µM;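 active = mean ATP rescue above about 67%, or every replicate alone reaching that limit, limit read from the data, passing the limit was not always enough; inconclusive = no clear call, values can overlap the other calls; inactive = mean under the limit and some replicate under it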;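 note: myotubes were challenged with 10 µM simvastatin during compound exposure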
PGC1a acetyl inh: inhibitors of PGC1a acetylation signal, primary screen, cell-based, U2OS, AlphaScreen, inhibitor mode | AID 651687, 2012 | actives 0.17% (n = 350,000) | inhibition, % at 15.6 µM | AlphaScreen anti-acetyl-lysine; with virally co-expressed GCN5 acetyltransferase;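 active = every replicate shows inhibition of at least 40%; inconclusive = mean inhibition at least 40% but some replicate below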;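 note: 0% = neutral control wells and 100% = positive control wells; some results beyond the cut were filed as inactive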
LGR2 antag: inhibitors of bursicon-induced LGR2 CRE-luciferase signal, primary screen, cell-based, HEK293, CRE-luciferase reporter, bursicon stimulation; inhibition, % at 9.99 µM; actives 0.35% (n = 380,000); bursicon-stimulated, 4 h; Drosophila bursicon receptor LGR2 (rickets);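 active = drop in luminescence signal, shown as inhibition above about 50% in the replicate tests, limit read from the data, passing the limit was not always enough; inconclusive = probably only some replicates passing the limit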;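 note: agonist challenge used bursicon conditioned medium at about half maximal strength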
ARNT-TACC3 inh: disruptors of ARNT/TACC3 protein interaction, primary screen, biochemical, AlphaScreen, single concentration. inhibition, % at 9.99 µM. actives 0.66% (n = 390,000). AlphaScreen His-ARNT PAS-B/GST-TACC3 binding, luminescence; TACC3 fragment carries E629A point mutation. AID 623870, 2012;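 active = mean inhibition of replicates at least 50% and at least half of replicates each reaching 50%; inconclusive = half or more replicates reach 50% but mean below 50%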;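 note: 0% = complete ARNT plus TACC3 wells and 100% = ARNT alone without TACC3; many hits fall short of the cut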
PAX8 inh HTS: inhibitors of PAX8-driven TPO luciferase reporter, primary screen, RMG-I cells, single concentration; AID 652154, 2013; SteadyGlo, 24 h; inhibition, % at 12.6 µM; actives 1.2% (n = 360,000);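 active = mean replicate inhibition at least 60% with every replicate also reaching 60%; inconclusive = only one of the two criteria is met; inactive = mean below 60% and not all replicates reaching 60%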;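 note: luciferase light reporting Pax8 driven TPO promoter activity; plate controls were median of neutral control wells for no effect and mitoxantrone controls for full effect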
PglD DTNB: C. jejuni PglD acetyltransferase inhibitors, primary screen, biochemical, DTNB colorimetric, single point; AID 602405, 2012; UDP-N-acetylbacillosamine N-acetyltransferase PglD (Campylobacter jejuni); inhibition, % at 12.5 µM; actives 0.098% (n = 360,000); purified PglD enzyme, DTNB colorimetric CoA detection; in the data active = inhibition above about 16%, passing the limit was not always enough; inconclusive = no clear call, values can overlap the other calls; note: strong numbers were not always called active
Cneo AK release: Cryptococcus neoformans cell lysis inducers, primary screen, AK release luminescence, single concentration; lysis activity, % at 15 µM; C. neoformans lysis, adenylate kinase release luminescence, 4 h; normalised: neutral wells 0, clomiphene wells 100; AID 651654, 2012; actives 0.2% (n = 360,000);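 active = mean lysis activity across replicates of at least 80%, whatever share of replicates individually reach that level; inactive = mean lysis activity below 80%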
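Signal: Adenylate kinase release luminescence | Assay system: Log-phase Cryptococcus neoformans yeast cells | Input: Cells at 5 × 10^6 per mL | Buffer or medium: Fresh YPD growth medium | Compound: Single dose | Schedule: Static 4 h at 37 °C with compound, 1 h detection | Controls: Clomiphene | Read-out: Luminescence rise reflecting yeast cell lysis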
GSIS activator: GLuc luminescence reporter in INS-1E cells, primary screen for activators of glucose-dependent secretion of insulin; actives 0.61% (n = 370,000); activation, % at 16.6 µM; INS-1E GLuc reporter insulin secretion, 2-3 h;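 active = lowest replicate activation of at least 40%, so every replicate reaches that level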;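 note: 0% = median of neutral control wells and 100% = median of IBMX positive control wells; some compounds called inactive have numbers as strong as hits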
Starred values were filed as active, the others as inactive; ? = inconclusive; . = no result given; & = joins results of further samples.

mol | C2C12 statin | PGC1a acetyl inh | LGR2 antag | ARNT-TACC3 inh | PAX8 inh HTS | PglD DTNB | Cneo AK release | GSIS activator
CN(C)CCn1c(=O)n(-c2cccc(Cl)c2)c(=O)c2c3c(sc21)CCCCC3 | 3 | -22 | 0 | 6 | 19 | . | . | -6
CO[C@@H]1CN(C)C(=O)c2cc(NC(=O)C3CCCC3)ccc2OC[C@@H](C)N(CCC(F)(F)F)C[C@H]1C | -13 | . | 7 | -4 | 8 | 1 | 4 | -26
Cc1ccc(Cl)cc1N(Cc1ccc(C(=O)NCc2cccnc2)cc1)S(=O)(=O)c1ccccc1 | -32 | -5 | . | 1 | . | -7 | -4 | -12
CN(C)CCNc1ncnc2c1ncn2[C@H]1CN(C)C[C@@H](CO)O1 | 1 | -17 | -12 | . | -20 | -2 | 0 | 0
O=C1OC(N2C(=O)CC[C@H]2C(=O)NCC2CCCO2)c2ccccc21 (stereo partly specified) | -10 | -1 | . | -22 | . | -4 | -5 | 1
CCc1ccc(C(=O)C(C)OC(=O)C2COc3ccccc3O2)cc1 (stereo unspecified) | 0 | . | 14 | -2 | -8 | . | . | -1
COc1ccc(C(=O)N2CCc3cc(OC)c(OC)cc3C2)cc1OC | 122* | 11 | . | 9 | 12 | 0 | 2 | .
Cc1ccc(S(=O)(=O)Nc2ccc3c(c2)C(=O)N([C@H](C)CO)C[C@H](C)[C@@H](CN(C)Cc2ccc(C(=O)O)cc2)OCCCC[C@H](C)O3)cc1 | . | -6 | 20 | 17 | 7 | 11 | 32 | 21
Cn1c(=O)c2c(nc(NC3CCCCC3)n2CC(O)COc2ccccc2)n(C)c1=O (stereo unspecified) | 81* | -4 | . | -1 | . | -3 | 0 | .
CC1CN(Cc2ccco2)C(=S)NC1=O (stereo unspecified) | -3 | 11 | -4 | -6 | 14 | 1 | 1 | -3
COc1ccc(Br)cc1CN1CCCC(C(=O)N2CCCCCC2)C1 (stereo unspecified) | . | -2 | -6 | -7 | . | . | . | 15
Cc1ccc(Cn2nc(C)cc2C(=O)Nc2ccc(Cl)cc2)cc1 | 10 | -25 | -45 | . | -50 | 7 | -8 | -16
Cc1ccc(-c2nn(C)c(=O)c3ccccc23)cc1CNC(=O)c1ccccc1 | . | 14 | 3 | . | -11 | 0 | 1 | 19
O=C(C[C@@H]1C=C[C@@H](NC(=O)Nc2cc(F)ccc2F)[C@@H](CO)O1)NCc1ccc2c(c1)OCO2 | -5 | 8 | 6 | -3 | . | 2 | 45 | 6
Cc1c(NC(=O)CSc2ccccc2Cl)c(=O)n(-c2ccccc2)n1C | -3 | -6 | 10 | . | 8 | 3 | -4 | 10
Cc1ccc(-c2nc(CN3CCN(C(=O)C4CCCO4)CC3)cs2)cc1 (stereo unspecified) | 1 | 4 | -7 | . | 12 | 5 | 0 | -19
COc1ccc2c3c(n(C)c2c1)[C@@H](CO)N(Cc1cccc(Cl)c1)CC31CCN(C(=O)C2CC2)CC1 | . | -4 | 0 | . | 4 | . | . | -28
Cc1ccc(S(=O)(=O)N2CCCC2C(=O)N2CCCCCC2)cc1 (stereo unspecified) | -9 | -1 | . | 4 | . | . | -2 | .
COC(=O)C[C@@H]1C[C@@H]2c3cc(NS(=O)(=O)c4ccccc4)ccc3O[C@@H]2[C@H](CO)O1 | -1 | 2 | 0 | -9 | -9 | 11 | -20 | 12
O=C(N/N=C1\CC2CC=CC12)c1ccc(O)cc1 (stereo unspecified) | -4 | 12 | 4 | 9 | 9 | -4 | -4 | 3
COc1ccc(N2CCN(c3cc(C)nc4ccc(OC)cc34)CC2)cc1 | -27 | . | 21 | 29 | -15 | 4 | 0 | 3
COC(=O)[C@H]1CCCN1C(=O)Nc1cccc(Oc2c(F)c(F)c(F)c(F)c2F)c1 | -1 | 3 | . | 1 | -14 | 0 | -4 | .
c1ccc(CN2C[C@@H]3N[C@H](C2)C3c2ccc(-c3ccncc3)cc2)cc1 (stereo partly specified) | . | -5&-4 | 3&3 | . | 5&2 | . | . | -5&1
COc1ccc(NC(=O)CSc2nnnn2C2CCCCC2)cc1 | -6 | . | -16 | -3 | 1 | -2 | -3 | 11
O=C1C2CC=CCC2C(=O)N1c1ccc(NCCc2ccccc2)c([N+](=O)[O-])c1 (stereo unspecified) | . | . | -47 | -6 | 0 | . | . | -9
OCC1(CCCc2ccccc2)CCN(Cc2cnc(N3CCOCC3)s2)CC1 | -4 | . | 6 | 2 | 24 | 11 | 2 | -10
COc1cc(NC(=O)c2[nH]c(C)c(C(C)=O)c2C)cc(OC)c1OC | -10 | 0 | -9 | 1 | 3 | 6 | 0 | -7
O=C1C(C=NCCCN2CCOCC2)=C(O)c2ccccc21 | 124* | 14 | . | 2 | . | 4 | 0 | .
CCOC(=O)N1CCN(c2c(Nc3ccc4c(c3)OCCO4)c(=O)c2=O)CC1 | . | 3 | -15 | -16 | -4 | 5 | -1 | -8
COc1ccc(NC(=O)CCCc2ccccc2)c(OC)c1 | -5 | 3 | -25 | 0 | -9 | 0 | -2 | -16
CCc1cccc(NC(=O)CN(c2ccc(OC)cc2)S(=O)(=O)c2c(C)n[nH]c2C)c1 | 4 | 0 | . | -8 | -10 | 0 | -1 | .
O=C(Cn1nc(-c2cccc(Cl)c2)ccc1=O)Nc1ccccc1Br | 0 | 5 | -6 | -3 | 28 | . | 1 | 6
O=C(/C=C/c1ccco1)Nc1cccc(S(=O)(=O)N2CCOCC2)c1 | 10 | -6 | -3 | 9 | -9 | 2 | 1 | 13
COc1ccc(-c2c(C)oc3cc(O)cc(O)c3c2=O)cc1OC | 1 | -5 | 1 | 5 | -12 | -5 | -5 | -6
COc1ccc(NC(=O)Nc2ccc3c(c2)[C@H]2C[C@H](CC(=O)NCc4ccncc4)O[C@H](CO)[C@H]2O3)cc1 | -9 | -10 | 11 | -3 | -21 | 0 | -12 | 9
Cc1noc(C)c1NC(=O)N(C)C[C@H]1OCCCC[C@H](C)Oc2ccc(NC(=O)c3ccccc3)cc2C(=O)N([C@@H](C)CO)C[C@@H]1C | . | -4 | 5 | 0 | -3 | 2 | 15 | -3
CO[C@H](CN(C)S(=O)(=O)c1ccccc1)[C@H](C)CN(Cc1ccccc1Cl)[C@@H](C)CO | -10 | -12 | -12 | . | . | -2 | 4 | -15
CC1CC1C(=O)OCC(=O)Nc1ncc(Cl)cc1Cl (stereo unspecified) | -2 | . | -2 | -4 | -18 | 1 | -2 | 5
COc1ccccc1NC(=O)C1CCN(S(=O)(=O)c2ccc3c(c2)NC(=O)C(C)S3)CC1 (stereo unspecified) | -2 | 4 | 15 | -5 | 6 | -2 | 4 | -4
COc1ccc(C)cc1S(=O)(=O)N(C)CC(=O)NC1CCCC1 | . | . | 9 | 3 | 21 | . | . | 6

2 entries from above, with each value named.
> Cc1noc(C)c1NC(=O)N(C)C[C@H]1OCCCC[C@H](C)Oc2ccc(NC(=O)c3ccccc3)cc2C(=O)N([C@@H](C)CO)C[C@@H]1C
  C2C12 statin: . | PGC1a acetyl inh: -4 | LGR2 antag: 5 | ARNT-TACC3 inh: 0 | PAX8 inh HTS: -3 | PglD DTNB: 2 | Cneo AK release: 15 | GSIS activator: -3
> COc1ccc(NC(=O)Nc2ccc3c(c2)[C@H]2C[C@H](CC(=O)NCc4ccncc4)O[C@H](CO)[C@H]2O3)cc1
  C2C12 statin: -9 | PGC1a acetyl inh: -10 | LGR2 antag: 11 | ARNT-TACC3 inh: -3 | PAX8 inh HTS: -21 | PglD DTNB: 0 | Cneo AK release: -12 | GSIS activator: 9

Following part:
Every second line gives: C2C12 statin	PGC1a acetyl inh	LGR2 antag	ARNT-TACC3 inh	PAX8 inh HTS	PglD DTNB	Cneo AK release	GSIS activator
C/C(=N\N1CCN(c2ccccc2)CC1)c1ccc(O)cc1
 : 8	5	-8	-3	-8	0	6	1
CC(C)NC(=O)N(C)C[C@@H]1Oc2ncc(C#Cc3ccc(F)cc3)cc2C(=O)N([C@H](C)CO)C[C@@H]1C
 : 2&0	2&0	3	24&-1	.	0&0	53&47	-15
CN1CCN(C(=O)[C@H]2[C@H](CO)[C@H]3Cn4c(cccc4=O)[C@H]3N2Cc2cc(F)ccc2F)CC1
 : -10	.	-15	2	-6	-2	2	8
NNC(=O)c1nn(-c2ccc(Cl)cc2)cc1O
 : 113*	-3	1	-5	72*	8	18	15
CCn1c2ccccc2c2cc(/C=N/n3c(-c4cc(C)[nH]n4)n[nH]c3=S)ccc21
 : .	?	28	-3	25	.	.	7
CCOc1ccc(-c2cccc(NC(=O)c3cccs3)c2)nn1
 : -29	7	8	5	-6	3	-1	2
CCOc1ccc(OCCC(=O)OCC(=O)N(CC)c2c(N)n(Cc3ccccc3)c(=O)[nH]c2=O)cc1
 : -2	17	4	4	1	3	-1	0
Cn1nnnc1SCCNCc1cccc2ccccc12
 : -1	18	.	-4	.	-2	-1	14
COc1ccc(C(=O)Cn2nnc(-c3cccs3)n2)cc1
 : .	.	.	0	-27	-2	-1	.
COc1cccc(C(=O)N(CN2CCCC2=O)c2ccccc2OC)c1
 : 0	-13	.	0	-20	-1	0	.
C=C1C[C@@]23CCC4[C@@](C)(CCC[C@@]4(C)C(=O)O)C2CC[C@]1(O)C3 (stereo partly specified)
 : 4	.	.	1	2	-4	1	.
CCCCC(=O)Nc1nnc(CCOC)s1
 : -4	2	-18	7	0	.	.	1
CCn1c(CNC(=O)Cc2ccc(OC)cc2)nnc1SCC(=O)Nc1nccs1
 : 21	-12	3	-6	.	7	-1	-17
COc1c2ccoc2nc2c(OC)cccc12
 : 9	-6	-15	4&-13	.	3&-2	1&-8	3

Full records, looked up by structure:
Listed for CCOc1ccc(OCCC(=O)OCC(=O)N(CC)c2c(N)n(Cc3ccccc3)c(=O)[nH]c2=O)cc1 : C2C12 statin: -2; PGC1a acetyl inh: 17; LGR2 antag: 4; ARNT-TACC3 inh: 4; PAX8 inh HTS: 1; PglD DTNB: 3; Cneo AK release: -1; GSIS activator: 0
Listed for CCOc1ccc(-c2cccc(NC(=O)c3cccs3)c2)nn1 : C2C12 statin: -29; PGC1a acetyl inh: 7; LGR2 antag: 8; ARNT-TACC3 inh: 5; PAX8 inh HTS: -6; PglD DTNB: 3; Cneo AK release: -1; GSIS activator: 2
